AMA1-RON2 inh: AMA1-RON2 (P. falciparum) interaction inhibition; actives 0.2% (n = 360,000); AID 720542; Potency, µM (titrated, usually from 58.2 µM), for the others: at the top dose activity change, negative = inhibition, usual class: inhibitors; AlphaScreen AMA1-biotinylated RON2 peptide binding;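 also: potency is read from the fitted curve at half-maximal effect; 0% = vehicle wells and -100% = peptide control; nearly all actives have a fitted effect of over 45% in size; some results filed as inactive show a strong effect at the top dose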
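AMA1 (3D7) with his tag at 25 nM final met compounds first, then biotinylated RON2 peptide at 25 nM; detection used donor plus acceptor beads, 10 µg/mL apiece, read by AlphaScreen after 30 min at room temperature.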
AmpC inh no detg: AmpC beta-lactamase inhibition without detergent; AmpC nitrocefin hydrolysis, absorbance 480 nm, 0.0001% Triton; actives 0.52% (n = 330,000); AID 485341; Potency, µM (series often up to 57.1 µM), without a hit: at the top dose activity change, negative = inhibition, actives largely listed as inhibitors; P00811;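 also: potency is read from the fitted curve at half-maximal effect; plate controls were no compound for no effect and no enzyme for full effect; nearly all actives have a fitted effect of over 20% in size; some results filed as inactive show a strong effect at the top dose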
Target sequence (P00811 whole entry, looked up): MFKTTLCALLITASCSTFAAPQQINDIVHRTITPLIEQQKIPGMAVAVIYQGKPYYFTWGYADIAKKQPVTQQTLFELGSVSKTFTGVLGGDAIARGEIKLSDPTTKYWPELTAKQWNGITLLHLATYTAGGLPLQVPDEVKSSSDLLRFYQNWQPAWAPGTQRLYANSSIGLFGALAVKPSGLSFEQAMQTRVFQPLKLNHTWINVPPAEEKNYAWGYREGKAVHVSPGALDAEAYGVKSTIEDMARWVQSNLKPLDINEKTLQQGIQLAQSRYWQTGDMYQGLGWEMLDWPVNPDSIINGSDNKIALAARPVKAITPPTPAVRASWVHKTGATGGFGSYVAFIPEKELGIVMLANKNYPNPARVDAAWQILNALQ
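AmpC (5.3 nM in the dispensed reagent) in 20 mM phosphate pH 7.0 with 0.01% (detergent screen) or 0.0001% Triton X-100 was preincubated with compounds for 15 min at room temperature. Nitrocefin was then added from an 800 uM solution, and hydrolysis was followed at 480 nm.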
HCMV inh: human cytomegalovirus inhibition | actives 4.5% (n = 410,000) | HFF cells, HCMV-luciferase reporter, 72 h; active compounds read low | activity change, negative = inhibition, % at 57.5 µM | AID 1259415; in the data active = activity change below about -60%; inconclusive = no clear call, values can overlap the other calls; inactive = above about -39%
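Two-dose cell screen: HFF monolayers treated with compounds and infected with luciferase-expressing HCMV at 1 PFU/cell, 72 h at 37C, then lysed for luciferase measurement.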
AmpC inh detg: blocks E. coli AmpC beta-lactamase in detergent assay | actives 0.041% (n = 370,000) | Potency, µM (doses to about 114 µM), for the others: top-dose activity change, negative = inhibition, hits mostly inhibitors | AmpC hydrolysis of nitrocefin, absorbance 480 nm, 0.01% Triton | P00811 | AID 485294;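 also: potency is read from the fitted curve at half-maximal effect; 0% = no-compound wells and -100% = no-enzyme wells; nearly all actives have a fitted effect of over 25% in size; some results filed as inactive show a strong effect at the top dose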
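AmpC (5.3 nM in the dispensed reagent) in 20 mM phosphate pH 7.0 with 0.01% (detergent screen) or 0.0001% Triton X-100 was preincubated with compounds for 15 min at room temperature. Nitrocefin was then added from an 800 uM solution, and hydrolysis was followed at 480 nm.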
Sm TGR block: inhibitors of Schistosoma mansoni thioredoxin glutathione reductase; purified TGR, DTNB reduction, TNB absorbance 405 nm; Q962Y6; actives 3% (n = 360,000); Potency, µM (titrated, usually from 114 µM), for inactives: top-dose activity change, negative = inhibition, most hits filed as inhibitors; also: potency is read from the fitted curve at half-maximal effect; nearly all actives have a fitted effect of over 60% in size
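First, TGR (20 nM dispensed) and NADPH were mixed with compound. Second, a 15 min room-temperature incubation followed. Third, further NADPH and then DTNB were added to start the reaction. Finally, TNB absorbance was monitored kinetically.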
Giardia FBPA inh: blocks Giardia fructose-bisphosphate aldolase activity. AID 2451. purified Giardia FBPA. Potency, µM (series often up to 59.6 µM), for inactives: at the top dose activity, negative = inhibition, most hits filed as inhibitors. actives 0.71% (n = 290,000); also: potency is read from the fitted curve at half-maximal effect; nearly all actives have a fitted effect of over 55% in size
Target sequence (A8B2U2 whole entry, looked up): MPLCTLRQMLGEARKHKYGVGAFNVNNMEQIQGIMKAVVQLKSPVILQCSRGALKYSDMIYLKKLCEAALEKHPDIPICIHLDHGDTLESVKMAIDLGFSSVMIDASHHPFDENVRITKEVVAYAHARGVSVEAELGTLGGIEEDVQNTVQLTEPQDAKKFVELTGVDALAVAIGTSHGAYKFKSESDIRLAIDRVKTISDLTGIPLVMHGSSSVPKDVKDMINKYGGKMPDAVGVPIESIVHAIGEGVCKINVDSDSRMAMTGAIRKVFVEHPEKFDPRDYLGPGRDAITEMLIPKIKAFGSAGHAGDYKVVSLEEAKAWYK
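Giardia FBPA (40 nM reagent) was preincubated 10 min at RT with compound (up to 57.5 uM final), then substrate plus GAPDH/TPI/NAD/arsenate coupling system with diaphorase/resazurin was added; resorufin fluorescence (525/598 nm) was read after 20 min.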
The depositor's hits bear a star; & = joins results of further samples; [ ] = remark or other dose. Unless noted, calls follow the shape of the dose curve; as a rule, active = well fitted curve in the direction sought with a large enough effect; inconclusive = small, poorly fitted or top-dose-only effect, or another doubt; inactive = no such curve, though single readings can be large; an effect the other way counts as inactive or inconclusive. Unless noted, % is scaled to controls: 0 for no effect and ±100 for the full control effect.

Screening CCCCc1nc2ccccc2n1CC(=O)N(COCC)c1c(C)cccc1CC returned HCMV inh inconclusive, AmpC inh detg 6.6% and Sm TGR block 3.3%.
`O=C(O)C1CSC(c2ccc(O)c([N+](=O)[O-])c2)N1` (stereo unspecified) gave AMA1-RON2 inh 35.9%[activator], AmpC inh no detg -15.0%, HCMV inh 15.1, AmpC inh detg -0.5% and Giardia FBPA inh 0.1%.
`COc1ccccc1N1CC=C(c2cccc([N+](=O)[O-])c2)NC1=O` gave AMA1-RON2 inh -3.1%, AmpC inh no detg 0.8%, HCMV inh 10.0, AmpC inh detg 4.5%, Sm TGR block inconclusive and Giardia FBPA inh -1.0%.
COP(=O)(OC)c1nc(-c2ccc([N+](=O)[O-])cc2)oc1N1CCCCC1 was read as AMA1-RON2 inh -0.9%, AmpC inh no detg 86.3%[activator], HCMV inh 9.5, AmpC inh detg 0.1%, Sm TGR block -30.1% and Giardia FBPA inh -9.7%.
For CCOc1ccc(CN2CCN(Cc3cccn3-c3cccnc3)CC2CCO)cc1 (stereo unspecified) the results were AMA1-RON2 inh -12.3%, AmpC inh no detg 58.4%, HCMV inh -15.8, AmpC inh detg -1.0%, Sm TGR block inconclusive and Giardia FBPA inh 1.8%.
`COc1ccccc1CNC(=O)CCS(=O)(=O)c1cccs1` gave AMA1-RON2 inh 0.0%, AmpC inh no detg -4.4%, HCMV inh 35.6, AmpC inh detg -4.8%, Sm TGR block 35.5µM* and Giardia FBPA inh 3.2%.
For CC1CN(C(=O)c2cc3c(=O)n4ccccc4nc3s2)CC(C)O1 (stereo unspecified) the results were AMA1-RON2 inh 7.6%, AmpC inh no detg -5.9%, HCMV inh -13.0, AmpC inh detg -7.0%, Sm TGR block -0.6% and Giardia FBPA inh -4.7%.
`CCOc1ccccc1-c1nc(Cn2c(=O)cc(C)c3c(C)nn(-c4ccccc4)c32)c(C)o1` gave HCMV inh -3.3, AmpC inh detg 12.7% and Sm TGR block -1.1%.
O=C(NCCCN1CCCC1=O)c1cccc(S(=O)(=O)Nc2ccccc2Cl)c1 was read as AMA1-RON2 inh -5.0%, AmpC inh no detg -15.9%, HCMV inh -20.0, AmpC inh detg -4.0% and Sm TGR block 4.2%.
For O=C(NCCNC(=O)c1ccccn1)c1ccc(Cl)cc1 the results were AMA1-RON2 inh 0.8%, AmpC inh no detg -10.4%, HCMV inh -14.2, AmpC inh detg -8.9%, Sm TGR block -2.7% and Giardia FBPA inh 0.4%.
Cc1cc(NC(=O)COC(=O)C2CC(=O)N(c3ccc(Br)cc3)C2)no1 (stereo unspecified) was read as AMA1-RON2 inh -8.9%, AmpC inh no detg -0.1%, HCMV inh -5.4, AmpC inh detg 6.7%, Sm TGR block -0.7% and Giardia FBPA inh 18.2%.
Screening CCn1c(=S)[nH]c2cc(Cl)ccc21 returned AMA1-RON2 inh 53.3%[activator], AmpC inh no detg -7.8%, HCMV inh 118.5, AmpC inh detg 1.0%, Sm TGR block -0.5% and Giardia FBPA inh -2.4%.
For CCOc1ccc2nc(SCC(=O)NCc3ccccc3)[nH]c2c1 the results were AMA1-RON2 inh 1.4%, AmpC inh no detg -32.9%, HCMV inh 18.4, AmpC inh detg inconclusive, Sm TGR block -0.1% and Giardia FBPA inh 1.4%.
CCN(CC)CCCn1c2c(c(SCC(=O)Nc3ccc4c(c3)OCO4)nc1=O)CCC2 was read as AMA1-RON2 inh -2.8%, AmpC inh no detg -1.8%, HCMV inh -10.6, AmpC inh detg 0.0% and Sm TGR block -13.5%.
Cc1ccc(C(=O)Nc2cccc(NC(=O)c3ccc(C)c([N+](=O)[O-])c3)n2)cc1[N+](=O)[O-] was read as AMA1-RON2 inh 4.7%, AmpC inh no detg -44.2%, HCMV inh -9.0, AmpC inh detg -1.8%, Sm TGR block -0.1% and Giardia FBPA inh -1.4%.
`CN(Cc1ccccc1)C1CCCN(C(=O)c2ccc(Cl)s2)C1` (stereo unspecified) gave AMA1-RON2 inh -11.2%, AmpC inh no detg 12.4%, HCMV inh inconclusive, AmpC inh detg -6.0% and Sm TGR block inconclusive.
For COC(=O)C1=C(c2ccc(OCc3ccccc3)cc2)C[C@@H]2CC[C@H]1N2C(=O)NCc1cccc(OC)c1 the results were AMA1-RON2 inh -5.8%, AmpC inh no detg 3.2%, HCMV inh -67.1*, AmpC inh detg 8.1% and Sm TGR block 1.0%.
CCN(CC)C(=O)[C@H]1C[C@H](CC(=O)NCCC2=CCCCC2)C(=O)N2CCc3c([nH]c4cc(CCC(=O)N(C)C)ccc34)[C@]12C was read as AMA1-RON2 inh -0.9%, AmpC inh no detg 185.0%[activator] and HCMV inh -19.1.
`Cc1ccc(C(C)C)c(OCC(=O)NNC(=O)Cc2ccc(S(=O)(=O)N3CCOCC3)s2)c1` gave AMA1-RON2 inh 59.1%[activator], AmpC inh no detg 22.9% and HCMV inh 18.2.
For Cc1ccc(NC(=O)CCCc2nc3ccccc3s2)c(O)c1 the results were AMA1-RON2 inh -5.4%, AmpC inh no detg 0.9%, HCMV inh -15.3, AmpC inh detg 4.0%, Sm TGR block -19.6% and Giardia FBPA inh 0.6%.

Of the compounds above, three have an NH in an aromatic ring.
Screening CCn1c(=S)[nH]c2cc(Cl)ccc21 returned AMA1-RON2 inh 53.3%[activator], AmpC inh no detg -7.8%, HCMV inh 118.5, AmpC inh detg 1.0%, Sm TGR block -0.5% and Giardia FBPA inh -2.4%.
For CCOc1ccc2nc(SCC(=O)NCc3ccccc3)[nH]c2c1 the results were AMA1-RON2 inh 1.4%, AmpC inh no detg -32.9%, HCMV inh 18.4, AmpC inh detg inconclusive, Sm TGR block -0.1% and Giardia FBPA inh 1.4%.
CCN(CC)C(=O)[C@H]1C[C@H](CC(=O)NCCC2=CCCCC2)C(=O)N2CCc3c([nH]c4cc(CCC(=O)N(C)C)ccc34)[C@]12C was read as AMA1-RON2 inh -0.9%, AmpC inh no detg 185.0%[activator] and HCMV inh -19.1.

(listing goes on)
Screening CC(C)OC(=O)CSc1nnc(-c2cnccn2)n1-c1ccccc1 returned AMA1-RON2 inh 7.0%, AmpC inh no detg -4.4%, HCMV inh 0.7, AmpC inh detg -6.7%, Sm TGR block -7.3% and Giardia FBPA inh 4.8%.
For Cc1ccc(C)c(N(C)C(=O)CCS(=O)(=O)c2cccc3nonc23)c1 the results were AMA1-RON2 inh -13.7%, AmpC inh no detg 12.1%, HCMV inh inconclusive, AmpC inh detg -8.2%, Sm TGR block 20µM* and Giardia FBPA inh -0.3%.
Screening Cc1ccc(S(=O)(=O)c2cn(Cc3ccccc3)c3cc(N4CCCC4)c(F)cc3c2=O)cc1C returned HCMV inh 6.2, AmpC inh detg 13.1% and Sm TGR block 1.3%.
Screening CCCn1ncc(CN2CCC(N3CCC(C(=O)N4CCOCC4)CC3)CC2)c1C returned AMA1-RON2 inh -0.8%, AmpC inh no detg -11.2%, HCMV inh -37.5, AmpC inh detg 6.0% and Giardia FBPA inh -1.6%.
Screening COc1ccc(NC(=O)CSCC(=O)N2CCCc3ccccc32)cc1 returned AMA1-RON2 inh -19.7%, AmpC inh no detg -27.4%, HCMV inh -10.4, AmpC inh detg -11.1% and Sm TGR block -5.9%.
For CCOC(=O)c1c(C)[nH]c(C)c1S(=O)(=O)N(C)CC(=O)NCc1cccc(Br)c1 the results were AMA1-RON2 inh -4.0%, AmpC inh no detg 56.3%, HCMV inh 0.0&-21.9, AmpC inh detg 1.5%&-1.2% and Sm TGR block -8.7%&-11.3%.
CCN(CC(=O)NCc1cccs1)C(=O)c1cccc(S(=O)(=O)N2CC(C)OC(C)C2)c1 (stereo unspecified) was read as AMA1-RON2 inh -8.3%, AmpC inh no detg 16.8% and HCMV inh 10.6.
CCOC(=O)N1CCN(S(=O)(=O)c2ccc(C(=O)Nc3nnc(C4CC4)o3)cc2)CC1 was read as AMA1-RON2 inh 0.7%, AmpC inh no detg -17.6%, HCMV inh -33.9, AmpC inh detg -9.6%, Sm TGR block -8.9% and Giardia FBPA inh inconclusive.
For COc1ccccc1Oc1ccnc2cc(Cl)ccc12 the results were AMA1-RON2 inh -17.0%, AmpC inh no detg 6.5%, HCMV inh -39.4, AmpC inh detg -12.5%, Sm TGR block -11.4% and Giardia FBPA inh -10.6%.
COc1ccc(CCNC(=O)c2cc(=O)c3cc(C)ccc3o2)cc1 was read as AMA1-RON2 inh 7.8%, AmpC inh no detg -13.0%, HCMV inh inconclusive, AmpC inh detg -12.7%, Sm TGR block -1.8% and Giardia FBPA inh 2.5%.

2 successive entries from above:
Screening CC(C)OC(=O)CSc1nnc(-c2cnccn2)n1-c1ccccc1 returned AMA1-RON2 inh 7.0%, AmpC inh no detg -4.4%, HCMV inh 0.7, AmpC inh detg -6.7%, Sm TGR block -7.3% and Giardia FBPA inh 4.8%.
For Cc1ccc(C)c(N(C)C(=O)CCS(=O)(=O)c2cccc3nonc23)c1 the results were AMA1-RON2 inh -13.7%, AmpC inh no detg 12.1%, HCMV inh inconclusive, AmpC inh detg -8.2%, Sm TGR block 20µM* and Giardia FBPA inh -0.3%.

Next structures.
COc1ccc(NC(=O)c2cc(OC)c(OC)c(OC)c2)cc1S(=O)(=O)N1CCCCC1 was read as AMA1-RON2 inh 14.0%, AmpC inh no detg 72.0%[activator], HCMV inh 122.4, AmpC inh detg 2.2%, Sm TGR block -0.6% and Giardia FBPA inh -1.7%.
`COC(OC)c1ccnc(-c2ccc(OC(=O)c3cccs3)cc2)n1` gave AMA1-RON2 inh -3.8%, AmpC inh no detg -2.3%, HCMV inh -10.8, AmpC inh detg -8.1%, Sm TGR block -4.9% and Giardia FBPA inh -5.9%.
O=C(NCC(O)CN1CCOCC1)c1ccc([N+](=O)[O-])cc1 (stereo unspecified) was read as AMA1-RON2 inh 2.5%, AmpC inh no detg -3.6%[2.29 µM], HCMV inh 10.5, AmpC inh detg -7.7%, Sm TGR block -9.3% and Giardia FBPA inh 2.1%.
CCCCn1c(O)c(C(CC)=NCCCN(C)C)c(=O)[nH]c1=O was read as AMA1-RON2 inh inconclusive, AmpC inh no detg -40.0%, HCMV inh -8.7, AmpC inh detg 4.4%, Sm TGR block inconclusive and Giardia FBPA inh 4.0%.
C=CCOc1ccc(CNn2cn[nH]c2=S)cc1 was read as AMA1-RON2 inh 54.3%[activator], AmpC inh no detg -24.9%, HCMV inh 30.7, AmpC inh detg -2.0%, Sm TGR block 21.6% and Giardia FBPA inh -8.4%.
For CCN(CC)CCNC(=O)Cc1nn(CC)c(=O)c2ccccc12 the results were AMA1-RON2 inh 1.2%, AmpC inh no detg -22.1%, HCMV inh -4.9, AmpC inh detg -15.2%, Sm TGR block 2.3% and Giardia FBPA inh -4.3%.
O=C(CSc1nnc(-c2cccnc2)n1Cc1ccco1)c1ccc(Br)cc1 was read as AMA1-RON2 inh -8.6%, AmpC inh no detg 43.0%, HCMV inh -17.6, AmpC inh detg inconclusive, Sm TGR block inconclusive and Giardia FBPA inh -1.9%.
O=C(Cc1coc2cc3c(cc12)CCC3)OCC(=O)N1CCCC1=O was read as AMA1-RON2 inh -10.4%, AmpC inh no detg 68.3%[activator], HCMV inh 21.5, AmpC inh detg -4.6%, Sm TGR block -6.2% and Giardia FBPA inh -4.4%.

Rows were taken by chance; overall some 7.8% were active at least once.
